Bioassay records as filed in PubChem.
Mtb RmlCD inh: M. tuberculosis RmlC/RmlD coupled enzyme inhibitors, primary screen, biochemical, compound mixtures, 384-well, from 1536-well plates; dTDP-4-dehydrorhamnose reductase (Mycobacterium tuberculosis (strain ATCC 25618 / H37Rv)) …; RmlC+RmlD coupled enzyme assay, percent inhibition; primary screen in compound mixtures; inhibition, % at 3.6 µM; 0.03% of 160,000 active; AID 1533, 2009; in the data active means inhibition mostly above about 34%, no sharp cut-off; further: some results filed as inactive read as strong as hits
Target sequence (P9WH09 whole entry, looked up): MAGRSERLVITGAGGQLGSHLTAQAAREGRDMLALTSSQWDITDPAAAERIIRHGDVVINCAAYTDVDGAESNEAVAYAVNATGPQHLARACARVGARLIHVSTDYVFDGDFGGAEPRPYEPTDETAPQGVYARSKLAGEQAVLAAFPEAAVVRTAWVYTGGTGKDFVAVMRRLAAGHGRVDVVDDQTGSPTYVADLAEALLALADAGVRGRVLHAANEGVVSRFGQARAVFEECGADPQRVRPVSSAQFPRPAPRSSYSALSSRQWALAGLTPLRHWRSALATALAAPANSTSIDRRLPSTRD
Target sequence (P9WH11 whole entry, looked up): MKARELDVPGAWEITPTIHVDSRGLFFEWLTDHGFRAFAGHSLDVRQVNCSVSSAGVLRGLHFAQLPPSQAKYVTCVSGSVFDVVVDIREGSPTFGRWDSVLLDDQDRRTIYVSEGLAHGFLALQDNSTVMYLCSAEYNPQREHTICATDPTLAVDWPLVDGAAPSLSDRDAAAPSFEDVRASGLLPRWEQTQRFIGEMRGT
GlmU inhibition: inhibition of mycobacterial GlmU enzyme – biochemical, glucosamine-1-phosphate acetyltransferase (AID 1376); Bifunctional protein GlmU (Mycobacterium tuberculosis (strain ATCC 25618 / H37Rv)); M. tuberculosis GlmU acetyltransferase enzyme assay; higher % means a stronger effect; inhibition, %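 (tested at 30 µM in the primary screen)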, or IC50 in µM where a hit was titrated; 0.25% of 220,000 active; in the data active means inhibition above about 13%;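 further: 0% = complete reaction with vehicle and 100% = reaction without substrate; strong numbers were not always called active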
An asterisk follows results filed as active; x = no result given; & = joins results of further samples. Only part of the results is shown; rates above refer to the full screens.

Sequence of screens: Mtb RmlCD inh	GlmU inhibition
Cc1oc2cc(O)ccc2c(=O)c1-c1cnn(-c2ccccc2)c1
→ 3.5	1.7%
COc1ccc(CCNC(=O)CC2Nc3ccccc3NC2=O)cc1OC (stereo unspecified)
→ -5.5	-2.9%
CC(Sc1nnc(-c2ccccc2Br)n1-c1cccc(C(F)(F)F)c1)C(N)=O (stereo unspecified)
→ -28.8	-6.4%
Cc1oc(CC(C)C)c(CN)c1C(=O)O
→ 10.6	-4.7%
Cn1c(Oc2ccc3c(c2)OCO3)nc2c1c(=O)n(Cc1ccccc1)c(=O)n2C
→ x	-4.0%
O=C(c1cccnc1)c1cc2ccccc2[nH]1
→ -15.8	1.6%
COc1cc(/C=N/N=C(/N)c2nonc2N)cc(Br)c1OCc1cccc(C)c1
→ -4.4	-0.2%
CCn1cc([N+](=O)[O-])c(C(=O)Nc2cc(C)on2)n1
→ 3.1	0.6%
Nc1nnc(Sc2ncccc2[N+](=O)[O-])s1
→ -0.3	3.5%
COc1ccc(C)cc1S(=O)(=O)N(C)CC(=O)NC1CCCCC1
→ 11.8	-1.7%
COc1ccc2nc(NC(=O)C3CCCN(S(=O)(=O)c4c(C)noc4C)C3)sc2c1 (stereo unspecified)
→ 3.8	-9.2%&1.2%
Cc1cc(Nc2ccc(F)c(Cl)c2)n2ncnc2n1
→ 15.1	0.3%
Cc1cc(C(=O)OCC(=O)c2cccs2)c2ccccc2n1
→ -4.4	2.5%
Nc1nc(Cl)nc2c1ncn2[C@@H]1O[C@H](CO)[C@@H](O)[C@H]1O
→ x	-10.3%
COc1cc(C(=O)N2CCN(c3ccccc3)CC2)c([N+](=O)[O-])cc1OC
→ 14.4	-2.5%
CN(C)CCNC(=O)c1cc2ccccc2oc1=O
→ x	0.2%
CCOC(=O)c1c(C)oc2c1c(CN1CCN(CCO)CC1)c(O)c1ccccc12
→ -3.2	9.1%
Cc1ccc(CNC(=O)CSc2ncccn2)cc1
→ -18.3	-3.2%
COc1ccc(S(=O)(=O)N2CC3CCCN3c3ccc(C(F)(F)F)cc32)cc1 (stereo unspecified)
→ x	2.7%
CC(C)Cc1cc(C(=O)Nc2sc3c(c2C#N)CCCC3)no1
→ 7.4	-2.5%
O=C(NCCSCc1ccc(Cl)cc1Cl)c1ccc(CN2CCOCC2)cc1
→ x	0.2%
Cc1nn(CCCNC(=O)C2CCCO2)cc1Br (stereo unspecified)
→ -0.2	1.2%
CCCN1C(=O)/C(=C/c2ccc(C)o2)NC1=S
→ -3.6	-9.0%
CCn1c(SCC(=O)OC(C)C)nnc1-c1ccccc1
→ x	-2.0%
COc1ccc(NC(=O)/C(C#N)=C\c2cc(C)n(-c3ccc(Oc4ccc([N+](=O)[O-])cn4)cc3)c2C)cc1
→ 99.8	20.8%
C[C@@H](C(=O)Nc1ccc2ccccc2c1)[C@H]1C[C@]1(C)[C@H](NP(=O)(c1ccccc1)c1ccccc1)c1ccccc1
→ x	1.9%
O=C(NNS(=O)(=O)c1ccccc1[N+](=O)[O-])c1ccncc1
→ 11.8	-2.5%
O=C(/C=C/c1ccccc1)CC(=O)c1ccccc1O
→ -15.8	0.3%
CCCCCC(C)n1[nH]c(=O)cc1N (stereo unspecified)
→ x	-0.8%
CCCOc1ccc(C(=O)Nc2ccccc2[N+](=O)[O-])cc1
→ x	-1.4%
COc1ccc(Nc2nc(N3CCCCC3)c3ccccc3n2)cc1
→ x	-5.2%
Cc1cccc(OCCCC(=O)Nc2ccc(S(=O)(=O)Nc3onc(C)c3C)cc2)c1
→ 17.2	1.3%
CCc1c(C)nc(N)n2c(SCC(=O)Nc3ccccc3)nnc12
→ x	-2.7%
Cc1ccc(C(=O)N/C(=C\c2ccc(-c3ccc(Br)cc3)o2)C(=O)NCCCN(C)C)cc1
→ 0.4	-5.5%
COc1ccc(Cl)cc1N(C(=O)Nc1cccc(Cl)c1)C1=NCC(C)S1 (stereo unspecified)
→ x	0.4%
CCOC(=O)c1cc2sc(C)cc2n1CC(=O)N1CCN(C(=O)c2ccco2)CC1
→ x	4.1%
Cc1cccc(/C(N)=N/OC(=O)Cc2cccs2)c1
→ x	4.7%
CCCCNC(=O)Nc1ccccc1C(=O)NCc1ccco1
→ -6.9	-2.6%
Cc1cc(NC(=O)CCSc2ccc(Cl)cc2)no1
→ 9.7	-8.7%
CN(C)S(=O)(=O)c1cccc(C(=O)NCC2CCCO2)c1 (stereo unspecified)
→ 7.9	0.8%
S=c1[nH]nc(-c2n[nH]c3c2CCC3)n1/N=C/C=C/c1ccco1
→ 0.2	2.1%
COc1ccc(Cl)cc1CSc1ncn[nH]1
→ 8.3	2.3%
O=S(=O)(Nc1ccc(N2CCOCC2)nn1)c1ccccc1
→ 5.9	-0.2%
CCCc1nc(N2CCN(S(=O)(=O)c3ccc(Cl)cc3)CC2)c2c(C)c(C)sc2n1
→ 9.4	-3.2%
COC(=O)c1ccccc1NC(=S)NC(NC(=O)c1ccccc1[N+](=O)[O-])C(Cl)(Cl)Cl (stereo unspecified)
→ -7.7	-0.3%
C/C(Cc1ccccc1)=N\NC(=O)C1CCCCC1
→ x	7.0%
N#Cc1c(-c2ccccc2)cc(-c2ccco2)c(C#N)c1N
→ -3.6	x
COc1ccc2oc(=O)c(/C(C)=N/NC(=O)c3ccncc3)cc2c1
→ 8.4	-6.5%
CCOC(=O)CCCNC(=O)COc1ccccc1C#N
→ x	-2.1%
O=C(Nc1cnccn1)c1cccs1
→ x	-3.3%
O=C(Nc1nnc(C2=COCCO2)o1)c1ccc(S(=O)(=O)N2CCCC2)cc1
→ 0.7	-2.8%
Cc1ccc(N2CC(=O)N(CC(=O)O)C2=O)cc1
→ 4.2	6.0%
COc1cccc(OC)c1OCCN1CCN(C(=O)c2ccco2)CC1
→ 3.6	4.2%
CCOc1ccc(N=C(/C(C(=O)C(=O)N2CCOCC2)=C(\O)c2ccccc2)c2ccccc2)cc1
→ -3.7	6.9%
OCCCc1nc2n(n1)C(c1cccs1)C=C(c1ccccc1)N2 (stereo unspecified)
→ x	4.0%
OCCCc1nc2ccccc2n1CCc1ccccc1
→ x	-1.9%
Cc1ccc(-n2c(=O)cc(NCc3cccnc3)[nH]c2=O)cc1
→ 10.1	-0.5%
COCCNC(=O)c1ccccc1NC(=O)CCSc1ccccc1
→ -9.9	0.1%
O=C(NCc1nc2ccccc2[nH]1)C1=C[C@H](c2ccc(C(F)(F)F)cc2)C[C@H](OCCCCO)O1
→ x	3.5%
O=C(OCC(=O)c1ccc(S(=O)(=O)N2CCCC2)cc1)C1=COCCO1
→ x	2.3%

The results go on.
Sequence of screens: Mtb RmlCD inh	GlmU inhibition
CCOC(=O)c1c(C)n(-c2ccc(C)cc2)c2ccc(OCC(O)CNCCCO)cc12 (stereo unspecified)
→ 6.0	-4.3%
O=C(CCC(=O)c1ccccc1)NCc1ccccc1
→ -1.4	-1.2%
CC1(C)C2([N+](=O)[O-])CN3CC1([N+](=O)[O-])CN(C2)C3c1cccnc1 (stereo unspecified)
→ 14.1	-3.3%
FC(F)Oc1ccccc1NC(=S)NCc1ccco1
→ x	5.3%
COc1ccc(CCC(=O)NC(C)C)cc1
→ -9.5	-5.1%
NC(=O)c1sc2nnc(-c3ccccc3)c(-c3ccccc3)c2c1N
→ -4.2	1.3%
O=C(NCCc1ccccc1)c1ccccc1NC(=O)C1CCCCC1C(=O)O (stereo unspecified)
→ x	-0.8%
COc1cccc(N2[C@@H](CC(=O)O)c3ccccc3S2(=O)=O)c1
→ x	-2.3%
CCC(=O)c1c[nH]c(C(=O)NCCCN2CCOCC2)c1
→ -4.2	-1.2%
O=C1CSC(c2ccccc2[N+](=O)[O-])N1c1cccc(F)c1 (stereo unspecified)
→ x	-2.0%
COc1ccccc1C(=O)NNC(=O)CCCN1C(=O)/C(=C/c2cccs2)SC1=S
→ -0.8	-3.6%
COC(=O)c1ccc(C(=O)NC(=S)Nc2nc3c(s2)CCCC3)cc1
→ 9.2	-1.0%
c1ccc(-c2cnn3nnnc3n2)cc1
→ -5.1	-2.2%
COc1ccc(CCNCC(=O)N2C(C)CCCC2C)cc1OC (stereo unspecified)
→ -3.8	-2.4%
COc1ccc(-n2c(C)cc(C(=O)CSc3nn4c(=O)c(C(C)(C)C)nnc4s3)c2C)cc1
→ x	2.2%
CC1CN(c2nc3ccccc3cc2-c2ccccc2)CC(C)O1 (stereo unspecified)
→ 21.6	1.9%
CCn1c(Cc2ccccc2)nnc1SCC(=O)Nc1nc2ccccc2s1
→ 9.1	-0.1%
C/C=C\C=C/C(=O)Nc1cccc(C2=NOC3(C2)C[C@@H](C(N)=O)N(C(=O)CCCCC)C3)c1 (stereo partly specified)
→ 6.8	9.8%
O=C(Cn1nnc2ccccc21)OCC(=O)c1ccc(F)cc1
→ 6.6	3.9%
CC(Cc1cccs1)NC(=O)c1cccs1 (stereo unspecified)
→ 43.1	-6.5%
O=C(CO/N=C/c1ccccc1OC(F)F)NC1CCCCC1
→ x	-1.1%
COc1ccc(C)cc1-n1c(C)cc(C=O)c1C
→ x	5.9%
COc1ccc(C)cc1NC(=O)c1[nH]c(C)c(C(C)=O)c1C
→ -5.5	-0.6%
Cc1cc(C(=O)OCc2nc3ccccc3s2)c(C)o1
→ -1.8	10.0%
Cc1cccc(NC(=S)NC2CC3CCC(C2)N3Cc2ccco2)c1C (stereo unspecified)
→ x	-6.4%
Cc1nn(Cc2ccccc2Cl)c2sc(C(=O)Nc3ccccc3N3CCOCC3)cc12
→ -3.3	3.4%
N/C(=N\OC(=O)CCc1ccccc1)c1ccc(Cl)cc1
→ 4.3	0.2%
CCC(=O)N1CCN(c2ccc(NC(=O)COc3ccccc3Cl)cc2)CC1
→ 11.6	3.0%
Clc1cccc(-c2nc(NCCCN3CCOCC3)c3ccccc3n2)c1
→ x	-6.1%
COc1ccc(S(=O)(=O)Nc2cccc(N(C)S(C)(=O)=O)c2)cc1Br
→ 8.9	-0.1%
CCC(=O)N1CCN(c2ccnc3cc(Cl)ccc23)CC1
→ 19.4	3.3%
Cn1cccc1CC(=O)NNC(=S)NC(=O)c1ccc(F)cc1
→ -15.1	-4.4%
O=C(CSc1nnc(Cc2ccccc2)o1)NCCc1ccccc1
→ -7.8	-6.8%
Cc1ccc2[nH]c3c(c2c1)CN(C(=O)CN1CCN(c2ccccn2)CC1)CC3
→ x	6.8%
O=C(Nc1ccccc1)NC1CCCc2ccccc21 (stereo unspecified)
→ -11.9	-4.7%
CC1CCC(NC(=O)C2CCC(CNS(=O)(=O)c3cccc4nsnc34)CC2)CC1 (stereo unspecified)
→ 0.2	0.7%
Cc1nnc(SCc2nnc(-c3ccccc3Br)o2)n1-c1ccccc1
→ 10.5	-6.9%&1.2%
Cc1cccc(OCCNC(=O)c2ncn[nH]2)c1
→ -5.9	1.9%
COc1ccc(-c2noc(CCC(=O)N(C)c3cccc(C)c3)n2)cc1
→ x	7.0%
CN1CCN(CCNC(=O)Nc2ccc([N+](=O)[O-])cc2)CC1
→ 5.2	1.1%
CN(CC(=O)Nc1ccc(N2CCOCC2)cc1)Cc1c(O)ccc2ccccc12
→ 1.8	2.1%
CCC(NC(=O)C1CCC1)c1ccc(C)cc1 (stereo unspecified)
→ x	2.2%
S=c1[nH]nc(Cc2noc3ccccc23)n1-c1ccc(Cl)cc1
→ x	4.9%
CCOC(=O)C1(CCc2ccccc2)CCN(C(=O)c2occc2C)CC1
→ x	2.6%
CCOCC(=O)N1CCN(c2cccc(Cl)c2)CC1
→ -8.0	-3.0%

Reformatted: results already given
Structure: C[C@@H](C(=O)Nc1ccc2ccccc2c1)[C@H]1C[C@]1(C)[C@H](NP(=O)(c1ccccc1)c1ccccc1)c1ccccc1
  Mtb RmlCD inh = x
  GlmU inhibition = 1.9%
Structure: O=C(NNS(=O)(=O)c1ccccc1[N+](=O)[O-])c1ccncc1
  Mtb RmlCD inh = 11.8
  GlmU inhibition = -2.5%
Structure: O=C(/C=C/c1ccccc1)CC(=O)c1ccccc1O
  Mtb RmlCD inh = -15.8
  GlmU inhibition = 0.3%

Next section.
Sequence of screens: Mtb RmlCD inh	GlmU inhibition
Cc1c(N2C(=O)c3ccc(F)cc3C2=O)c(=O)n(-c2ccccc2)n1C
→ -9.6	2.6%
Cc1ccc(Nc2c3c(nc4ccccc24)CCC3)cc1
→ -7.1	-2.0%
CCCSc1nn2c(=O)c3ccccc3nc2s1
→ -0.8	5.0%
Cn1c2c(c(=O)n(C)c1=O)C(C(F)(F)F)(C(F)(F)F)N=C(c1ccccc1Cl)N2
→ -7.4	-2.5%
CCOC(=O)CNC(=O)c1ccc2[nH]c3c(c2c1)CCCC3
→ -7.1	-0.9%
Cc1c(Cc2c(C)n(C)n(-c3ccccc3)c2=O)c(=O)n(-c2ccccc2)n1C
→ x	-3.3%
CCOC(=O)C1CCCN(C(=O)Nc2cccc(Cl)c2)C1 (stereo unspecified)
→ 13.0	4.5%
CCCn1nc(C(=O)Oc2ccc3c(C)cc(=O)oc3c2)c2ccccc2c1=O
→ -9.4	1.8%
Cc1cccc(N=Cc2cc(Br)cc(Cl)c2O)c1
→ -14.6	-4.4%
CCN1CCS/C1=C\C=C\C1=[N+](CC)CCS1
→ x	-0.8%
O=[N+]([O-])c1cc(C(F)(F)F)ccc1NCCNC(=S)Nc1ccc(Cl)cc1
→ 18.1	-0.8%
COc1nc(N(C)S(=O)(=O)c2ccc(C)cc2)nc(C)c1Cl
→ x	3.2%
